# Screening results deposited in PubChem by several laboratories.
# PostGolgi ctrl: inhibits growth of the yeast control strain. efflux-deficient yeast background strain, growth absorbance A615, 16 h. inhibition, % at 10 µM. 98,000 tested, 5% active. AID 738; in the data active means inhibition above about 30%
# sEH inh: soluble epoxide hydrolase (human) inhibition; recombinant human sEH enzymatic activity assay; inhibition, % at 2 µM; 91,000 tested, 0.34% active; in the data active means inhibition above about 80%; further: values of inactives mirror those of a sister screen read the other way; many of its hits are not listed in these tables
# Target sequence (P34913 whole entry, looked up): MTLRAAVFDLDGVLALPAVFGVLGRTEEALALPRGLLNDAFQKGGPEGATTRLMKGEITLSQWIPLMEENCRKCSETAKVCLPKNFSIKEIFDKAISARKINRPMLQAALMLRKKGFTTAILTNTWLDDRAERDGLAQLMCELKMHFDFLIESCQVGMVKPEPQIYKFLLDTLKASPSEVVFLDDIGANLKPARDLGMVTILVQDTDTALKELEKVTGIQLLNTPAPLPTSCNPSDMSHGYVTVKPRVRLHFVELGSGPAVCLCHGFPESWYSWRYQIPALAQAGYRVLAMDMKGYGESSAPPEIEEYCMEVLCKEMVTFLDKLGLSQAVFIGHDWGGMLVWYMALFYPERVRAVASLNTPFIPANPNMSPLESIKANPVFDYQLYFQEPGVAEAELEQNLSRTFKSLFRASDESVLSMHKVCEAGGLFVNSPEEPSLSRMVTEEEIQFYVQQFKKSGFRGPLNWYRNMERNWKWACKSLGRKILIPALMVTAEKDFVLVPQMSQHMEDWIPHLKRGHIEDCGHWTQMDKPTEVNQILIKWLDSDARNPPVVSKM
# Fibroblast inh: blocks proliferation of human lung fibroblasts; viability, % at 10 µM; LL 47 human lung fibroblast viability, ATP luminescence; active compounds read low; 85,000 tested, 1.1% active;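 active means viability at or below 50% in the single dose screen; inactive means viability above 50%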;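 further: compound exposure lasted 72 h before the ATP readout; 100% = median luminescence of untreated cell-only wells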
#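 Test system: LL 47 human lung fibroblasts / Quantity: 1,150 cells in each well / Medium: IMEM growth medium with 15% fetal bovine serum / Incubation: 72 h compound exposure at 37 °C after overnight plating / Detection: CellTiter-Glo luminescence measuring cellular ATP / Read-out: % viability versus median cells-only luminescence / Benchmarks: cell-only wells, no compound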
# S1P2 agonist: activates the human S1P2 receptor; 97,000 tested, 0.46% active; S1P2-expressing cell line, agonist reporter read-out; activation, % at 4.5 µM; O95136; in the data active means activation above about 16%;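 further: 0% = vehicle low control and 100% = maximal reference agonist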
# Target sequence (O95136 whole entry, looked up): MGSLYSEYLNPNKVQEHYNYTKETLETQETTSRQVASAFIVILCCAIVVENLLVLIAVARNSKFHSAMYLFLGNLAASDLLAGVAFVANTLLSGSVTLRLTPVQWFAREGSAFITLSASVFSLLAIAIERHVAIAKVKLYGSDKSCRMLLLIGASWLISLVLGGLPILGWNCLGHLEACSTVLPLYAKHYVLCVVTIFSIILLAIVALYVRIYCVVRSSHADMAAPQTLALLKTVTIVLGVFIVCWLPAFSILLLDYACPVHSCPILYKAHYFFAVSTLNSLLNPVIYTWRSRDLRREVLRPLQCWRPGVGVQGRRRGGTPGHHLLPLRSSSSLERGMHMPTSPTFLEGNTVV
# PTPN22 act: LYP (human) phosphatase activation. Q9Y2R2. recombinant LYP, DiFMUP fluorescence; 0 = plate median, 100 = signal doubled. activation, % at 2 µM. 96,000 tested, 0.11% active;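 active means activation at 2 µM above a set limit, the mean plus 5 SD, cut at about 37% in these data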
# H69AR inhibit: blocks growth of human H69AR lung tumor cells | H69AR lung tumor viability, ATP luminescence, 72 h; active compounds read low | viability, % at 10 µM | 85,000 tested, 6% active | AID 598;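 active means viability at or below 40%; inactive means viability above 40%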;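 further: multidrug resistant small cell line overexpressing MRP-1 efflux transporter; 100% = mean luminescence of untreated control wells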
# S1P2 blocker: antagonists of human S1P2 receptor; O95136; cell-based S1P2 antagonist assay, inhibition at 5 uM; inhibition, % at 5 µM; 97,000 tested, 0.21% active; AID 736; in the data active means inhibition above about 45%;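 further: CRE beta-lactamase reporter cells expressing human S1P2 stimulated with S1P; 0% = agonist at EC80 alone and 100% = agonist plus reference antagonist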
# sEH act: increases human soluble epoxide hydrolase activity; P34913; purified human sEH enzymatic activity, activator screen; activation, % at 2 µM; 91,000 tested, 0.04% active; in the data active means activation above about 37%; further: values of inactives mirror those of a sister screen read the other way
# HUVEC inhibit: human endothelial cell proliferation inhibition. HUVEC proliferation, CellTiter-Glo luminescence, 72 h; active compounds read low. viability, % at 10 µM (by protocol). 86,000 tested, 1.1% active;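 active means viability at or below 30%; inactive means viability above 30%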;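 further: 100% = median luminescence of DMSO-only cell control wells on each plate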
# Active calls of the source: *; . = no result given. A portion of the library; the hit share may differ from the screen's.
# Start of the data: the first three entries, to show the layout:
[1] C=CCSc1nc2c(c(=O)[nH]c(=O)n2C)n1C/C=C(/C)Cl
[2] CCOC(=O)N1CCN(S(=O)(=O)c2ccc(C)c(C)c2C)CC1
[3] COc1cccc(Nc2nc(-c3cccc(N4C(=O)c5ccccc5C4=O)c3)cs2)c1
entry no.	1	2	3
HUVEC inhibit	95.8	95.0	.
S1P2 blocker	-12.1	13.3	-28.7
S1P2 agonist	0.4	-0.9	-8.0
PostGolgi ctrl	10.5	12.7	-2.2
Fibroblast inh	102.5	93.2	.
H69AR inhibit	88.8	85.0	.
PTPN22 act	-3.8	1.5	8.4
sEH inh	-8.8	-4.5	-11.0
sEH act	6.7	3.7	13.9

# The whole of this part (from the top)
[1] C=CCSc1nc2c(c(=O)[nH]c(=O)n2C)n1C/C=C(/C)Cl
[2] CCOC(=O)N1CCN(S(=O)(=O)c2ccc(C)c(C)c2C)CC1
[3] COc1cccc(Nc2nc(-c3cccc(N4C(=O)c5ccccc5C4=O)c3)cs2)c1
[4] O=C(NCc1ccco1)c1ccc(COc2ccccc2Cl)cc1
[5] CCNc1nnc(-c2ccccc2OC)s1
[6] CCN(CC)C(=O)C1CCCN(Cc2ccc(OC)c(C)c2C)C1 (configuration not stated)
[7] CCOC(=O)N1CCC(N2C(=O)c3cc(C(=O)NC4CCCCC4)ccc3C2O)CC1 (configuration not stated)
[8] Cc1cc(C)c(S(=O)(=O)c2ccccc2)c(OC(=O)c2c(Cl)cc(Cl)cc2Cl)n1
[9] CN(Cc1nc(-c2ccncc2)no1)S(=O)(=O)c1ccc(Br)cc1
[10] Cc1ccc(-n2ncc3c(=O)n(CC(=O)NCC4CCCO4)cnc32)cc1 (configuration not stated)
entry no.	1	2	3	4	5	6	7	8	9	10
HUVEC inhibit	95.8	95.0	.	.	90.6	95.6	107.0	70.6	91.6	88.2
S1P2 blocker	-12.1	13.3	-28.7	-36.5	0.3	.	9.3	-5.8	-23.0	0.8
S1P2 agonist	0.4	-0.9	-8.0	-6.0	-6.7	.	-4.5	0.3	-2.4	-6.4
PostGolgi ctrl	10.5	12.7	-2.2	5.5	2.5	3.3	-1.7	14.7	31.1*	-2.4
Fibroblast inh	102.5	93.2	.	.	102.6	98.1	100.0	105.5	98.3	107.5
H69AR inhibit	88.8	85.0	.	.	99.4	83.0	55.1	52.3	83.3	95.8
PTPN22 act	-3.8	1.5	8.4	-5.0	3.6	.	.	1.1	-1.2	4.0
sEH inh	-8.8	-4.5	-11.0	4.0	0.8	.	.	-3.5	-3.0	8.9
sEH act	6.7	3.7	13.9	-1.6	-2.0	.	.	4.8	0.9	-8.9

[11] COc1ccc(CNCCC(c2ccccc2)c2ccc3c(c2)OCO3)cc1 (configuration not stated)
[12] Cc1ccc(-n2c(N)c(C(N)=O)sc2=S)cc1
[13] CCn1c(CSc2nc3ccccc3s2)nnc1SCC(=O)NCC(=O)OC
[14] CCOC(=O)CC(=O)CSc1nc(C)cc(C)c1C#N
[15] CCCCOCCCNC(=O)N[C@@H](CC(C)C)C(=O)O
[16] COc1cccc(CN2CCCN(S(=O)(=O)c3ccc(Br)cc3)CC2)c1
[17] O=C(Nc1ccc2nc(-c3ccc(Br)o3)[nH]c2c1)c1cccs1
[18] O=c1cc(-c2ccccc2)nc2nc(COc3ccccc3)[nH]n12
[19] CCCC12CN3CC(C)(CN(C1)C3c1ccc3c(c1)OCO3)C2=O (configuration not stated)
[20] COC(=O)C1=C(C)NC(C)=C(C(=O)OC)C1C(=O)OC1CCCCC1=O (configuration not stated)
entry no.	11	12	13	14	15	16	17	18	19	20
HUVEC inhibit	.	107.3	93.6	94.8	93.8	92.3	58.9	93.3	100.6	112.8
S1P2 blocker	24.0	-18.8	1.8	-3.1	9.4	2.3	5.7	1.2	0.9	-6.2
S1P2 agonist	-5.8	-5.2	-2.8	-5.3	-8.2	-0.9	-6.2	-5.2	-3.2	-2.3
PostGolgi ctrl	0.7	19.5	5.9	-1.7	11.1	13.3	3.1	0.0	12.4	-8.7
Fibroblast inh	.	106.0	110.5	97.8	106.3	93.4	79.0	98.6	100.4	97.5
H69AR inhibit	.	45.6	90.3	88.7	91.9	89.2	38.0*	86.0	84.3	92.3
PTPN22 act	-1.1	-8.5	-2.8	-2.6	-11.0	-19.9	-5.4	0.9	0.3	0.8
sEH inh	12.5	4.5	-6.8	-0.5	.	-17.4	10.7	11.8	13.6	-5.3
sEH act	-14.3	-6.2	8.9	4.2	.	17.7	-13.1	-9.5	-10.3	3.3

[21] C/C(CC1CC(COCCC(C)C)OC1=O)=N\NC(N)=S (configuration not stated)
[22] Cc1cccc(CC2CC(=O)N(C3CCCCC3)C2=O)c1 (configuration not stated)
[23] COc1ccc(S(=O)(=O)Nc2ccc(S(=O)(=O)N3CCCC3)cc2)cc1
[24] CCO/C(C)=N/n1c2nc3ccccc3nc2c2c(=O)n(C3CCCC3)c(C)nc21
[25] CC1CN(C(=O)C(C)N2C(=O)c3ccccc3C2=O)CC(C)O1 (configuration not stated)
[26] CCOc1cc2c(C#N)c(N3CCOCC3)nc(N)c2c(N)n1
[27] c1cnn(-c2cc(N3CCOCC3)ncn2)c1
[28] CN(C)/C=C/C(=O)/C=C/c1cn(-c2ncc(C(F)(F)F)cc2Cl)c2ccccc12
[29] COc1cccc(S(=O)(=O)NCc2ccc(C(=O)Nc3ccc(Cl)c(Cl)c3)cc2)c1
[30] O=C(NNC(=O)c1ccccc1Br)c1ccc(SCC2CCCO2)c([N+](=O)[O-])c1 (configuration not stated)
entry no.	21	22	23	24	25	26	27	28	29	30
HUVEC inhibit	.	91.8	98.5	79.8	103.9	94.4	.	.	.	93.9
S1P2 blocker	15.9	5.6	12.9	2.2	.	.	-1.7	-17.4	31.0	10.1
S1P2 agonist	-1.6	-1.1	-2.9	-0.1	.	.	-6.2	-5.1	-8.9	-3.4
PostGolgi ctrl	14.4	4.9	7.5	9.4	6.1	3.1	-5.8	28.8	4.1	17.3
Fibroblast inh	.	98.3	102.1	95.3	91.1	85.9	.	.	.	86.5
H69AR inhibit	.	97.3	89.9	85.0	106.0	53.6	.	.	.	78.8
PTPN22 act	3.3	4.0	3.7	-1.5	.	.	4.6	-1.4	-4.0	-5.7
sEH inh	-0.4	1.3	-16.3	.	.	.	-12.7	8.4	68.6	18.8
sEH act	3.3	-0.6	9.9	.	.	.	10.4	-6.8	-68.1	-16.4

[31] C1CCN(c2nc(N3CCCC3)nc(N3CCNCC3)n2)C1
[32] CCSc1nnc2nc(C)cc(C)n12
[33] COc1cc(OC)c(C2=NOC(C(=O)Nc3c(C)nn(CC(=O)N4CCCC4)c3C)C2)cc1Cl (configuration not stated)
[34] Cc1cc(O)c(C(=O)c2ccccc2C(=O)O)cc1C
[35] Cc1c(C(=O)O)sc2nc(C)n(C)c(=O)c12
[36] COC(=O)c1ccc(C2c3c(n[nH]c3C)C(=O)N2c2ccc(C)cc2)cc1 (configuration not stated)
[37] C/C(N)=C(/C#N)C(=O)CSc1nnc(NC(C)C)s1
[38] Cc1nc2cc(Cl)ccc2n1CCO
[39] CN(C)C(CNC(=O)Nc1cccc(Cl)c1)c1cccnc1 (configuration not stated)
[40] CCOC(=O)c1c(C)n(C)c2ccc(OCC(O)CN3CCCCCC3)cc12 (configuration not stated)
entry no.	31	32	33	34	35	36	37	38	39	40
HUVEC inhibit	89.7	97.4	110.9	79.0	106.5	100.6	107.1	98.6	84.5	84.2
S1P2 blocker	.	-4.1	9.6	9.1	20.1	11.6	11.6	-19.7	-15.4	-2.1
S1P2 agonist	.	-5.5	-5.6	-8.5	-11.1	-3.8	-7.1	-0.3	0.8	-1.3
PostGolgi ctrl	3.1	-7.0	28.0	6.3	28.4	25.8	8.2	7.3	-4.3	2.6
Fibroblast inh	85.9	99.8	102.8	.	113.9	51.8	98.0	99.1	94.6	91.5
H69AR inhibit	6.0*	98.7	94.5	104.2	90.3	98.7	104.3	100.5	92.1	89.0
PTPN22 act	.	2.2	-0.5	5.3	-8.1	3.0	-7.6	-0.3	-9.0	-1.6
sEH inh	.	-4.5	3.4	5.5	6.9	-2.3	12.8	-5.9	-3.9	-10.8
sEH act	.	2.1	-0.9	-5.4	-6.3	4.0	-11.3	3.7	3.9	11.5

[41] CCn1c(SCC(=O)N2CCCC(C)C2)nnc1-c1ccc(S(=O)(=O)N2CCN(C)CC2)cc1 (configuration not stated)
[42] Cc1ccc(-c2noc(CCC(=O)NCC3CCN(Cc4cccc(C)c4)CC3)n2)cc1
[43] COC(=O)C1=C(C)Nc2c(c(=O)n(C)c(=O)n2C)C1c1cccnc1 (configuration not stated)
[44] COc1ccccc1NC(=O)Cc1noc(CSc2cccc[n+]2[O-])n1
[45] COc1ccc(OC)c(NC(=O)C2=C(C)Nc3ncnn3C2c2cccs2)c1 (configuration not stated)
[46] O=C(OCC#CCSc1nnc(-c2cccc3ccccc23)o1)c1ccco1
[47] COc1cccc(C2CC(C(F)(F)F)n3nc(C(=O)NCc4cccnc4)cc3N2)c1 (configuration not stated)
[48] COc1cc2c(cc1OC)C(c1cc3ccccc3oc1=O)=NC(C)(C)C2
[49] Cc1ccc(S(=O)(=O)NC(=O)Nn2c(C)nnc2C)cc1
[50] CN(C)c1ccnc2sc(C(N)=O)c(N)c12
entry no.	41	42	43	44	45	46	47	48	49	50
HUVEC inhibit	95.4	68.7	105.2	.	91.1	80.3	95.0	69.1	98.4	59.1
S1P2 blocker	17.8	15.1	-7.7	11.8	.	11.8	-6.3	-58.4	0.6	25.4
S1P2 agonist	1.4	-6.1	-5.0	-5.8	.	-4.1	-6.9	32.8*	-2.6	-8.4
PostGolgi ctrl	-3.2	21.0	.	17.5	-1.5	6.2	3.3	.	6.0	6.0
Fibroblast inh	86.3	76.1	99.0	.	92.3	83.2	100.4	97.4	96.6	91.2
H69AR inhibit	87.2	73.1	99.7	.	74.7	30.3*	94.2	74.6	95.3	97.3
PTPN22 act	-2.6	0.0	-6.5	4.5	.	-11.8	-8.9	-11.8	5.8	-7.1
sEH inh	-12.9	-1.4	0.2	5.0	.	19.8	0.1	-0.6	5.7	-7.6
sEH act	13.1	5.1	2.2	-6.9	.	-20.7	2.5	5.7	-8.0	4.6

[51] COCCCn1c(SCC(=O)Nc2ccc(NC(=O)c3ccco3)c(OC)c2)nc2ccccc2c1=O
[52] CCC(=O)Nc1ccc(C(=O)Nc2cccnc2)cc1
[53] COC(=O)c1cc(=O)cc(C(=O)OC)o1
[54] CCC(=O)Nc1c(C(=O)Nc2cccc(OC)c2)oc2ccccc12
[55] COc1ccccc1C(=O)Nc1nc2nc(-c3ccccc3)cc(=O)n2[nH]1
[56] CCOc1ccc(C2CC(c3ccccc3C)n3ncnc3N2)cc1 (configuration not stated)
[57] COc1nnc(-c2ccc(N3CCOCC3)c(NC(=O)c3ccccc3)c2)c2ccccc12
[58] O=C(c1ccco1)N1CCN(/C(=N/S(=O)(=O)c2cccs2)c2ccccc2Cl)CC1
[59] O=C(Nc1ccc2nc(SCc3ccc(Cl)cc3)sc2c1)c1ccccc1C(=O)N1CCOCC1
[60] Cc1nc(SCC(=O)N2CCN(c3ccccc3)CC2)c2oc3ccccc3c2n1
entry no.	51	52	53	54	55	56	57	58	59	60
HUVEC inhibit	96.6	97.6	90.7	89.0	90.5	95.5	100.7	.	.	59.0
S1P2 blocker	-19.9	-5.9	-7.8	-11.5	-8.8	17.1	-17.8	19.2	13.2	-29.1
S1P2 agonist	-0.1	-3.4	-3.9	-4.3	-4.8	-4.4	0.2	-1.9	-6.1	-0.3
PostGolgi ctrl	.	2.7	.	3.8	-3.9	9.2	6.9	-5.4	33.4*	34.9*
Fibroblast inh	93.5	101.0	94.8	95.0	105.2	99.9	103.3	.	.	94.8
H69AR inhibit	31.9*	69.2	95.5	83.5	87.7	81.6	96.8	.	.	85.2
PTPN22 act	-5.6	-6.1	1.9	-6.5	11.4	-3.3	-3.1	-2.6	1.9	5.4
sEH inh	17.9	-6.8	4.9	.	5.5	.	-16.3	-1.7	-6.2	5.0
sEH act	-17.9	9.7	0.3	.	-6.1	.	15.0	-0.2	8.1	-4.9
